From PubChem
NSD2 block: inhibitors of human NSD2 methyltransferase. NSD2-SET H3K36me1 DELFIA fluorescence, biochemical. inhibition, % at 12.5 µM. 44,000 compounds, 0.07% hits. AID 624260; in the data active = inhibition above about 54%, passing the limit was not always enough;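 also: inhibitors reduce the monomethyl H3K36 fluorescence signal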
Target sequence (O96028 whole entry, looked up): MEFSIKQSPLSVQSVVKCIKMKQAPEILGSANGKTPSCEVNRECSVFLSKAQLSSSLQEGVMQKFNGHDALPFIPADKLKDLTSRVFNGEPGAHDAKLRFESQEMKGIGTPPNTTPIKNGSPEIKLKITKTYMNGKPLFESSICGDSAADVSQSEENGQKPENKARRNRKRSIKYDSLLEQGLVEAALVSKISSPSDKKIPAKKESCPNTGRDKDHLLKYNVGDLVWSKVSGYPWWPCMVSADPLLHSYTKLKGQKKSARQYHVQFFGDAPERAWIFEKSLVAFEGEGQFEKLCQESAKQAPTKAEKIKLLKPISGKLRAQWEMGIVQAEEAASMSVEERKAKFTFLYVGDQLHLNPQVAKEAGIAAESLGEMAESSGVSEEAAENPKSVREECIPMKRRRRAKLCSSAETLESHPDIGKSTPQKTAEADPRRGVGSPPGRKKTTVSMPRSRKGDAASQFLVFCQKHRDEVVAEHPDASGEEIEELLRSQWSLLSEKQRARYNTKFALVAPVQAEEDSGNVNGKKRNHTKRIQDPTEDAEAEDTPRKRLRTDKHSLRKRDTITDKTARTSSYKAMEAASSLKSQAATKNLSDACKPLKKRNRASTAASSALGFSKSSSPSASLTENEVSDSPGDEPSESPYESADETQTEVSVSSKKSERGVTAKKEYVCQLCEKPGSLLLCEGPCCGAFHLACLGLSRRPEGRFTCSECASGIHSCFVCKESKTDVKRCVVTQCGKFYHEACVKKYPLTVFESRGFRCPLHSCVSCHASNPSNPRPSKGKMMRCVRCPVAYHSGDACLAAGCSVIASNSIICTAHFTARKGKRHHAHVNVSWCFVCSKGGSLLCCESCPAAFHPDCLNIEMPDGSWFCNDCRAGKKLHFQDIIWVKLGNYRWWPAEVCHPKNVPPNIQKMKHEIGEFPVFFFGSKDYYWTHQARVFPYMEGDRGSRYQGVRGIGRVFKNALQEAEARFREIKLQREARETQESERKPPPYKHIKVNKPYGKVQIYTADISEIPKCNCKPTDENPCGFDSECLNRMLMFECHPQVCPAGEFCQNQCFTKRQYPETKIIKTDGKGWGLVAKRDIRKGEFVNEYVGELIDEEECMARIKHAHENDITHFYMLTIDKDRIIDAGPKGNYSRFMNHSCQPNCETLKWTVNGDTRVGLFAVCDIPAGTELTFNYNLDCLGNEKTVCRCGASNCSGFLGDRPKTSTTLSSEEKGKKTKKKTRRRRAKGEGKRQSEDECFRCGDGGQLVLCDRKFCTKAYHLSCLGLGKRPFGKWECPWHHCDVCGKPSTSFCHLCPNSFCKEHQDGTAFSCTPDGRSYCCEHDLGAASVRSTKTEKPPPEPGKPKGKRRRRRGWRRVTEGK
* hit, by the source's call.

SMILES	NSD2 block
C[C@@H]1CN([C@@H](C)CO)C(=O)c2cc(NC(=O)CCC(F)(F)F)ccc2O[C@@H](C)CCCCO[C@H]1CN(C)C(=O)Cc1ccccc1	3.7
O=C(c1ccco1)N1CCN(C(=O)c2cccc3c2C(=O)N(C2CCCCC2)C3)CC1	5.4
CC1(C)CC[C@]2(C(=O)O[C@@H]3O[C@H](CO)[C@@H](O)[C@H](O)[C@H]3O)CC[C@]3(C)C(=CCC4[C@@]5(C)C[C@@H](O)[C@H](O)C(C)(C)C5CC[C@]43C)C2[C@@H]1O (some centres not stated)	25.7
O=C(/C=C/c1ccc(OCCCCc2ccccc2)cc1)NO	-10.5
COc1ccc(NC(=O)N(C)C[C@@H]2Oc3ccc(NC(=O)Nc4ccc5c(c4)OCO5)cc3CC(=O)N([C@H](C)CO)C[C@@H]2C)cc1	-2.0
Cc1ccc(S(=O)(=O)N(C)C[C@H]2Oc3ccc(NC(=O)CCCCCC(=O)Nc4ccccc4N)cc3CC(=O)N([C@@H](C)CO)C[C@H]2C)cc1	-0.5
O=C(c1ccccc1)N1Cc2ccccc2C[C@]2(N=C(c3ccc(OCCCO)cc3)O[C@@H]2c2ccccc2)C1=O	-3.9
CC(C)NC(=O)N(C)C[C@H]1Oc2ccc(NC(=O)CCC(F)(F)F)cc2CC(=O)N([C@H](C)CO)C[C@H]1C	-0.7
O=C(C[C@@H]1C=C[C@@H](NC(=O)c2ccncc2)[C@H](CO)O1)NCCc1ccncc1	1.4
Cc1ccc(S(=O)(=O)N(C)C[C@H]2OCCCC[C@@H](C)Oc3ccc(NC(=O)CCCN(C)C)cc3C(=O)N([C@@H](C)CO)C[C@@H]2C)cc1	-5.7

3 compounds already listed, ordered by their value in NSD2 block, descending:
SMILES	NSD2 block
CC1(C)CC[C@]2(C(=O)O[C@@H]3O[C@H](CO)[C@@H](O)[C@H](O)[C@H]3O)CC[C@]3(C)C(=CCC4[C@@]5(C)C[C@@H](O)[C@H](O)C(C)(C)C5CC[C@]43C)C2[C@@H]1O (some centres not stated)	25.7
O=C(c1ccco1)N1CCN(C(=O)c2cccc3c2C(=O)N(C2CCCCC2)C3)CC1	5.4
O=C(C[C@@H]1C=C[C@@H](NC(=O)c2ccncc2)[C@H](CO)O1)NCCc1ccncc1	1.4

Next part:
SMILES	NSD2 block
O=C1O[C@@H](c2ccccc2)[C@@H](c2ccccc2)N2[C@@H](c3ccc(OCCO)cc3)[C@]3(C(=O)Nc4ccc(C#CC5=CCCCC5)cc43)[C@@H](C(=O)N3CCCCCCC3)[C@H]12	5.5
C[C@@H]1CN([C@H](C)CO)S(=O)(=O)c2ccc(-c3cncnc3)cc2O[C@@H]1CN(C)C(=O)Cc1cccnc1	1.0
COc1ccc([Si](C)(C)[C@H]2[C@H](CCO)O[C@@]3(C(=O)N(Cc4ccc(N5CCCCC5=O)cc4)c4ccccc43)[C@@H]2C)cc1	-0.8
C[C@@H]1CN([C@@H](C)CO)C(=O)Cc2cc(NS(=O)(=O)c3ccc(Cl)cc3)ccc2O[C@@H]1CN(C)S(=O)(=O)c1ccccc1	-0.2
CCC(=O)N(C)C[C@H]1Oc2cc(-c3ccccc3OC)ccc2S(=O)(=O)N([C@@H](C)CO)C[C@@H]1C	3.8
Cc1cc(CC(=O)O)n(C)c1C(=O)c1ccc(Cl)cc1	0.4
COc1ccc(NC(=O)N(C)C[C@@H]2OCCCC[C@H](C)Oc3ccc(NC(=O)C4CCCCC4)cc3C(=O)N([C@@H](C)CO)C[C@@H]2C)cc1	21.7
C[C@H]1CN([C@@H](C)CO)C(=O)c2cc(NC(=O)Nc3cccc4ccccc34)ccc2O[C@H]1CN(C)Cc1ccc2c(c1)OCO2	6.0
C[C@H](CO)N1C[C@H](C)[C@H](CN(C)Cc2ccc(Oc3ccccc3)cc2)Oc2c(NC(=O)c3nc4ccccc4s3)cccc2C1=O	1.7
CC(C)NC(=O)N(C)C[C@H]1OCCCC[C@H](C)Oc2ccc(N(C)C)cc2C(=O)N([C@@H](C)CO)C[C@@H]1C	40.9
COc1ccc(S(=O)(=O)Nc2ccc3c(c2)CC(=O)N([C@H](C)CO)C[C@@H](C)[C@H](CN(C)C(=O)NC(C)C)O3)cc1	3.0
C[C@H](CO)N1C[C@H](C)[C@H](CN(C)Cc2ccc3c(c2)OCO3)Oc2ccc(NS(=O)(=O)c3ccc(Cl)cc3)cc2C1=O	0.8
C[C@H](CO)N1C[C@H](C)[C@H](CN(C)Cc2ccccn2)Oc2ncc(C#CCc3ccccc3)cc2C1=O	-5.5
COCC(=O)N(C)C[C@H]1Oc2ncc(Br)cc2C(=O)N([C@H](C)CO)C[C@H]1C	26.0
C[C@@H]1CN([C@@H](C)CO)C(=O)c2cc(C#CC3CC3)cnc2O[C@@H]1CN(C)C(=O)c1ccncc1	1.4
C[C@H](CO)N1C[C@H](C)[C@H](CN(C)C(=O)Nc2ccc(F)cc2)Oc2ccc(NS(=O)(=O)c3ccc(Cl)cc3)cc2CC1=O	3.8
CNC[C@@H]1Oc2ccc(NS(=O)(=O)c3cccs3)cc2CC(=O)N([C@@H](C)CO)C[C@H]1C	-5.3
C[C@@H]1CN([C@H](C)CO)C(=O)Cc2cc(NC(=O)C3CC3)ccc2O[C@@H]1CN(C)CC1CC1	2.7
Cc1noc(C)c1NC(=O)Nc1ccc2c(c1)CC(=O)N([C@@H](C)CO)C[C@H](C)[C@H](CN(C)C(=O)Nc1ccc(C(F)(F)F)cc1)O2	7.8
C[C@@H]1CN([C@H](C)CO)S(=O)(=O)c2ccc(C#CC(C)(C)O)cc2O[C@H]1CN(C)C(=O)CC1CC1	4.4
C[C@@H]1CCCCO[C@H](CN(C)Cc2ccc(C(=O)O)cc2)[C@@H](C)CN([C@@H](C)CO)C(=O)c2cc(NS(=O)(=O)c3ccccc3)ccc2O1	-0.3
COc1ccccc1NC(=O)N[C@H]1C=C[C@H](CC(=O)N[C@H](C)c2ccccc2)O[C@H]1CO	1.9
C[C@H]1CN([C@@H](C)CO)C(=O)Cc2cc(NC(=O)Nc3ccccc3)ccc2O[C@H]1CN(C)Cc1ccc2c(c1)OCO2	1.5
CCCNC(=O)C[C@H]1C[C@H]2c3cc(NC(=O)CC4CC4)ccc3O[C@H]2[C@@H](CO)O1	-3.6
C[C@@H]1CN([C@H](C)CO)C(=O)c2cc(NS(=O)(=O)c3ccc(F)cc3)ccc2O[C@@H](C)CCCCO[C@@H]1CN(C)Cc1ccncc1	-2.3
C[C@@H]1CN([C@@H](C)CO)S(=O)(=O)c2ccc(C#Cc3cccc(F)c3)cc2O[C@@H]1CN(C)S(=O)(=O)c1ccccc1F	3.0
C[C@@H]1CN([C@H](C)CO)C(=O)Cc2cc(NS(=O)(=O)c3cccs3)ccc2O[C@H]1CN(C)C(=O)Nc1ccc(C(F)(F)F)cc1	-15.2
COc1ccc(CC(=O)N2N=C(C)CC2(O)C(F)(F)F)cc1 (configuration not stated)	2.1
COc1ccc(S(=O)(=O)Nc2ccc3c(c2)CC(=O)N([C@H](C)CO)C[C@H](C)[C@H](CN(C)CC2CC2)O3)cc1	0.3
CC1C2CC(CC1(C)C)N(C(=O)c1ccc(N3C(=O)c4ccccc4C3=O)cc1)C2 (configuration not stated)	-3.8
COCCNC(=O)C[C@@H]1C[C@@H]2c3cc(NS(=O)(=O)c4ccccc4)ccc3O[C@@H]2[C@@H](CO)O1	0.0
C[C@H]1CN([C@@H](C)CO)C(=O)c2cc(NC(=O)CCN3CCOCC3)ccc2O[C@H]1CN(C)S(=O)(=O)c1ccc(F)cc1	-0.7
COc1ccc(NC(=O)Nc2ccc3c(c2)CC(=O)N([C@H](C)CO)C[C@H](C)[C@@H](CN(C)C(=O)Nc2ccc(F)cc2)O3)cc1	-3.4
C/C=C/c1ccc2c(c1)O[C@H](CN(C)C(=O)NC(C)C)[C@@H](C)CN([C@H](C)CO)S2(=O)=O	-6.7
C[C@@H]1CCCCO[C@@H](CN(C)Cc2ccc(Cl)c(Cl)c2)[C@H](C)CN([C@@H](C)CO)C(=O)c2cc(NS(C)(=O)=O)ccc2O1	-10.6
CC(C)NC(=O)N(C)C[C@H]1Oc2ccc(NC(=O)Cn3cnnn3)cc2C(=O)N([C@@H](C)CO)C[C@H]1C	4.2
CN(C)CC(=O)Nc1ccc2c(c1)[C@H]1C[C@@H](CC(=O)NCc3cccc(F)c3)O[C@H](CO)[C@H]1O2	-10.8
CC(C)NC(=O)N(C)C[C@H]1Oc2ccc(NC(=O)Cc3cn(C)c4ccccc34)cc2CC(=O)N([C@@H](C)CO)C[C@@H]1C	-1.8
C[C@@H]1CCCCO[C@H](CN(C)Cc2ccc(Cl)c(Cl)c2)[C@H](C)CN([C@@H](C)CO)C(=O)c2cc(NC(=O)Nc3ccc(C(F)(F)F)cc3)ccc2O1	-1.4
CCCNC(=O)N(C)C[C@H]1Oc2cc(C#Cc3ccccn3)ccc2S(=O)(=O)N([C@@H](C)CO)C[C@@H]1C	-1.2
Cc1cc(=O)c2c(O)c3c(cc2o1)OC(C(C)(C)OC1OC(CO)C(O)C(O)C1O)C3 (configuration not stated)	0.7
COc1ccc(S(=O)(=O)Nc2cccc3c2O[C@H](CN(C)Cc2ccc(C(=O)Nc4ccccc4N)cc2)[C@@H](C)CN([C@H](C)CO)C3=O)cc1	-3.3
C[C@H]1CN([C@@H](C)CO)C(=O)Cc2cc(NC(=O)NC3CCCCC3)ccc2O[C@H]1CN(C)CC1CCCCC1	-2.5
COc1ccc(NC(=O)N(C)C[C@@H]2Oc3ccc(NC(=O)C4CC4)cc3CC(=O)N([C@@H](C)CO)C[C@@H]2C)cc1	7.8
CN(C)C(=O)C[C@@H]1C[C@@H]2c3cc(NC(=O)C4CCC4)ccc3O[C@@H]2[C@@H](CO)O1	0.8
O=C(C[C@H]1C[C@@H]2c3cc(NC(=O)C4CCC4)ccc3O[C@@H]2[C@@H](CO)O1)NCc1ccccn1	-8.5
C[C@H](CO)N1C[C@H](C)[C@H](CN(C)S(=O)(=O)c2ccc(F)cc2)OCCCC[C@H](C)Oc2ccc(NS(=O)(=O)c3cn(C)cn3)cc2C1=O	2.7
COc1ccc(NC(=O)N(C)C[C@@H]2OCCCC[C@H](C)Oc3ccc(NS(C)(=O)=O)cc3C(=O)N([C@H](C)CO)C[C@H]2C)cc1	0.6
C[C@@H]1CCCCO[C@H](CN(C)S(=O)(=O)c2cccs2)[C@@H](C)CN([C@@H](C)CO)C(=O)c2cc(NC(=O)Cc3ccccc3)ccc2O1	-5.5
Cc1noc(C)c1NC(=O)N(C)C[C@H]1Oc2ccc(NC(=O)C3CCCCC3)cc2CC(=O)N([C@H](C)CO)C[C@@H]1C	11.4

Some values from the results shown:
For NSD2 block, `C[C@H](CO)N1C[C@H](C)[C@H](CN(C)S(=O)(=O)c2ccc(F)cc2)OCCCC[C@H](C)Oc2ccc(NS(=O)(=O)c3cn(C)cn3)cc2C1=O` is entered as 2.7
For NSD2 block, `Cc1cc(=O)c2c(O)c3c(cc2o1)OC(C(C)(C)OC1OC(CO)C(O)C(O)C1O)C3` (configuration not stated) is entered as 0.7

(next part)
SMILES	NSD2 block
C[C@@H]1CCCCO[C@H](CN(C)S(=O)(=O)c2ccc(Cl)cc2)[C@@H](C)CN([C@@H](C)CO)C(=O)c2cc(NC(=O)c3ccccc3)ccc2O1	2.5
Cc1ccc(S(=O)(=O)Nc2cccc3c2O[C@H](CN(C)C(=O)Nc2c(C)noc2C)[C@@H](C)CN([C@@H](C)CO)C3=O)cc1	-0.1
O=C(NC1CCCCC1)N[C@@H]1CC[C@H](CC(=O)N2CCOCC2)O[C@@H]1CO	0.8
O=C(Nc1ccc2c(c1)[C@@H]1C[C@H](CC(=O)N3CCOCC3)O[C@@H](CO)[C@@H]1O2)c1cccnc1	-2.7
C[C@H]1CN([C@@H](C)CO)C(=O)c2cccc(NS(C)(=O)=O)c2O[C@@H]1CN(C)Cc1ccc(C(F)(F)F)cc1	-17.8
C[C@@H]1CCCCO[C@@H](CN(C)C(=O)Cc2ccccc2)[C@@H](C)CN([C@H](C)CO)C(=O)c2cc(NC(=O)Nc3ccc(F)cc3)ccc2O1	-1.3
C=CCNC(=O)[C@H]1[C@@H]2C(=O)O[C@@H](c3ccccc3)[C@@H](c3ccccc3)N2[C@@H](c2ccc(O)cc2)[C@]12C(=O)Nc1ccc(C#CCC(C(=O)OC)C(=O)OC)cc12	-1.6
Cc1ccc(S(=O)(=O)Nc2ccc3c(c2)C(=O)N([C@@H](C)CO)C[C@H](C)[C@@H](CN(C)C(=O)NC2CCCCC2)OCCCC[C@@H](C)O3)cc1	-9.4
C[C@H](CO)N1C[C@H](C)[C@@H](CN(C)S(C)(=O)=O)Oc2ccc(NS(C)(=O)=O)cc2C1=O	3.0
CCCNC(=O)N(C)C[C@H]1Oc2cc(C#Cc3ccccn3)ccc2S(=O)(=O)N([C@H](C)CO)C[C@@H]1C	5.6
C[C@H]1CN([C@@H](C)CO)C(=O)c2cccc(NS(=O)(=O)c3ccc(F)cc3)c2O[C@H]1CN(C)C(=O)Nc1ccc2c(c1)OCO2	3.4
C[C@@H](NC(=O)C[C@H]1C[C@H]2c3cc(NC(=O)CC4CC4)ccc3O[C@H]2[C@@H](CO)O1)c1ccccc1	3.2
CC(C)(C)C1CCc2nc(N)c3c(=O)oc4ccccc4c3c2C1 (configuration not stated)	3.9
Cc1noc(C)c1S(=O)(=O)Nc1ccc2c(c1)CC(=O)N([C@H](C)CO)C[C@H](C)[C@H](CN(C)C)O2	3.7
CNC[C@@H]1Oc2cc(-c3ccncc3)ccc2S(=O)(=O)N([C@@H](C)CO)C[C@H]1C	3.9
C[C@H]1CN([C@@H](C)CO)C(=O)Cc2cc(NC(=O)Cc3ccccc3)ccc2O[C@H]1CN(C)C(=O)Nc1ccccc1	0.3
Cc1ccc(S(=O)(=O)Nc2ccc3c(c2)C(=O)N([C@@H](C)CO)C[C@H](C)[C@@H](CN(C)Cc2ccc(C(=O)O)cc2)OCCCC[C@H](C)O3)cc1	-1.5

Some of the entries so far, bar-delimited.
mol | NSD2 block
C[C@H]1CN([C@@H](C)CO)C(=O)c2cccc(NS(=O)(=O)c3ccc(F)cc3)c2O[C@H]1CN(C)C(=O)Nc1ccc2c(c1)OCO2 | 3.4
C[C@@H](NC(=O)C[C@H]1C[C@H]2c3cc(NC(=O)CC4CC4)ccc3O[C@H]2[C@@H](CO)O1)c1ccccc1 | 3.2

Only part of the results is shown (hit frequency here may not be typical).
